KAT2A inh: blocks human GCN5L2 histone acetyltransferase | Q92830 | AID 504327 | GCN5L2 HAT assay, ThioGlo1 CoA-SH fluorescence | 390,000 compounds, 0.21% hits | Potency, µM (titrated, usually from 58.9 µM), for the others: top-dose activity change, negative = inhibition, most hits filed as inhibitors; active = well fitted inhibition curve with a large enough effect; inconclusive = small, poorly fitted or top-dose-only effect, or another doubt; inactive = no such curve, though single readings can be large or run the other way
Target sequence (Q92830 whole entry, looked up): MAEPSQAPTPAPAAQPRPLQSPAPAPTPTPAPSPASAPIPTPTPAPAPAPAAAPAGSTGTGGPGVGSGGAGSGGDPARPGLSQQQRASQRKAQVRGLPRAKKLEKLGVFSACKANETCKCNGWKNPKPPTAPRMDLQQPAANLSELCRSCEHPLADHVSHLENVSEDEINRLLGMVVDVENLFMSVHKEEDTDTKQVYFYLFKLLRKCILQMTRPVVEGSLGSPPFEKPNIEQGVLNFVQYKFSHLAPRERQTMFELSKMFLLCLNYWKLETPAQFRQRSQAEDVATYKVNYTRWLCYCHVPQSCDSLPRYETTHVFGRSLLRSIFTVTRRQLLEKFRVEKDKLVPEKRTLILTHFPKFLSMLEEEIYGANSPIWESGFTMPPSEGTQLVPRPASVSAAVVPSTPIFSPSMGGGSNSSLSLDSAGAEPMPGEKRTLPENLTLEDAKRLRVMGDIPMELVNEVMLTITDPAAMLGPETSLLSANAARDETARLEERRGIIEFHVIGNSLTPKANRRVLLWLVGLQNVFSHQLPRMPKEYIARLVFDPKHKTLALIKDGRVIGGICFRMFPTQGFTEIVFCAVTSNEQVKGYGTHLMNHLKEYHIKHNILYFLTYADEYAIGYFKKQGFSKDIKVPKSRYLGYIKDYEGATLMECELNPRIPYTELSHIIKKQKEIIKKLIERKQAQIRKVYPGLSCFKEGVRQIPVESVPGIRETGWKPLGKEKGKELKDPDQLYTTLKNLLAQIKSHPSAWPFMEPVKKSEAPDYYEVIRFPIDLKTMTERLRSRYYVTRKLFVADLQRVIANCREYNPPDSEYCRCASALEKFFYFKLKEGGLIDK
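qHTS, 1536-well. 20nM enzyme, pH 7.5 HEPES/EDTA/Tween-20 buffer; 15 min compound preinc., RT. Start: 75uM H3(1-25), 70uM AcCoA, 50uM ThioGlo1. Read Ex340/Em540 at t=0 (autofluorescence flag) and t=20 min.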
Active calls of the source: *; ? = inconclusive; & = joins results of further samples; [ ] = remark or other dose. % is set by controls: 0 for no effect and ±100 for the full control effect; potency is the fitted concentration of half-maximal effect. Only part of the results is shown, so the mix of outcomes need not match the whole.

SMILES	KAT2A inh
CC(=O)Nc1c(I)c(C(=O)N[C@H]2[C@@H](O)[C@H](O)[C@H](CO)O[C@@H]2O)c(I)c(N(C)C(C)=O)c1I	-5%[21.4 µM]
O=C(Nc1ccccc1F)c1ccc(O)c2ncccc12	1%
Cn1c(SCC(=O)NCc2ccccc2)nc2c([nH]c3ccccc32)c1=O	18%
CCOC(=O)c1c(NC(=O)CSc2nc3cc(Cl)ccc3s2)sc(C(C)=O)c1C	-11%
COc1ccc(NC(=S)N(C(C)C)C2CCN(C(C)C)CC2)cc1Cl	-10%
Cc1ccc(N(CCC(=O)Nc2nnc(C3CC3)s2)S(=O)(=O)c2ccccc2)cc1	1%
COc1cc(/C=C2/SC(=S)N(CC(=O)O)C2=O)ccc1OCC(=O)Nc1ccc(C)c(C)c1	-25%
COc1ccc(Nc2ccc3nnc(-c4ccc(Br)cc4)n3n2)cc1	-23%
Cc1cccc(N2CCN(C(=O)CN3C(=O)COc4ccc(S(=O)(=O)N5CCOCC5)cc43)CC2)c1C	0%
Cc1ccc2nc(-c3ccccn3)cc(C(=O)NC3CCN(C)CC3)c2c1	-3%
CO/N=C(/C(=O)N[C@@H]1C(=O)N2C(C(=O)O)=C(CSC(=O)c3ccco3)CSC12)c1csc(N)n1 (stereo partly drawn)	1%
CCCCC(CC)Cn1c2nc3ccccc3nc2c2c(=N)oc(C)nc21 (stereo not drawn)	-5%
NCc1ccc(-c2nc3ccccc3o2)cc1	-4%
C/C(=N\NC(=O)c1ccccn1)c1ccc(C(=O)O)s1	23%
CC(=O)c1ccc(-c2csc(N3CCC(C(N)=O)CC3)n2)cc1	-1%&-1%
Cc1ccc(C)c(OCCn2c(CCNC(=O)C3CCCCC3)nc3ccccc32)c1	-9%
C[C@H]1C(c2ccccc2)=NN(c2ccccc2)[C@@H]1CO	?
COc1ccc(OC)c(-c2ccc(C(=O)O)o2)c1	?
CC(=O)c1sc(-c2c(C)nc3sccn23)nc1C1CCCC1	0%
Oc1ccc(N=Nc2ccc3c(c2)OCO3)c2ccccc12	21%
CC(=O)N[C@H]1C(O[C@@H]2O[C@H](C[C@@H](O)[C@H]3O[C@@H](N4CCC(=O)NC4=O)[C@H](O)[C@@H]3O)[C@H](O)[C@H](O)[C@H]2NC(=O)/C=C/CCCCCCCCCCC(C)C)OC(CO)[C@@H](O)[C@@H]1O (stereo partly drawn)	-3%
CCCCCCN(C(=O)CCCCCN1C(=O)NC(c2ccc(-c3ccccc3)cc2)C(C(=O)OCc2ccccc2)=C1C)C(C(=O)NCCCC)c1cccc(C(=O)OC)c1 (stereo not drawn)	16%
CCOP(=O)(OCC)c1ccc2ccc3ccccc3c(=O)c2c1	-3%
Cc1ccccc1Nc1nc(-c2sc(NC(=O)c3cccc(Cl)c3)nc2C)cs1	-1%
CCOCCCNC(=S)NCCCNc1nc2ccc(C)cc2cc1C#N	-11%
Cc1sc2nc(-c3cccs3)nc(N3CCCN(C)CC3)c2c1C	-14%
Cc1ccc(NC(=O)CN2CCSc3ccc(S(=O)(=O)N4CCCC4)cc32)cc1	-16%
COc1ccc2cc(C#N)c(=O)oc2c1	-12%
CCCCN(C(=O)c1cccc(-n2cccc2)c1)c1c(N)n(Cc2ccccc2)c(=O)[nH]c1=O	-19%
c1csc(-c2nn3c(-c4ccncc4)nnc3s2)c1	-21%

Rewritten with values ahead of the structure: part of the list above
KAT2A inh	molecule
1%	CO/N=C(/C(=O)N[C@@H]1C(=O)N2C(C(=O)O)=C(CSC(=O)c3ccco3)CSC12)c1csc(N)n1 (stereo partly drawn)
-5%	CCCCC(CC)Cn1c2nc3ccccc3nc2c2c(=N)oc(C)nc21 (stereo not drawn)
-4%	NCc1ccc(-c2nc3ccccc3o2)cc1
23%	C/C(=N\NC(=O)c1ccccn1)c1ccc(C(=O)O)s1
-1%&-1%	CC(=O)c1ccc(-c2csc(N3CCC(C(N)=O)CC3)n2)cc1
-9%	Cc1ccc(C)c(OCCn2c(CCNC(=O)C3CCCCC3)nc3ccccc32)c1
?	C[C@H]1C(c2ccccc2)=NN(c2ccccc2)[C@@H]1CO
?	COc1ccc(OC)c(-c2ccc(C(=O)O)o2)c1
0%	CC(=O)c1sc(-c2c(C)nc3sccn23)nc1C1CCCC1
21%	Oc1ccc(N=Nc2ccc3c(c2)OCO3)c2ccccc12
-3%	CC(=O)N[C@H]1C(O[C@@H]2O[C@H](C[C@@H](O)[C@H]3O[C@@H](N4CCC(=O)NC4=O)[C@H](O)[C@@H]3O)[C@H](O)[C@H](O)[C@H]2NC(=O)/C=C/CCCCCCCCCCC(C)C)OC(CO)[C@@H](O)[C@@H]1O (stereo partly drawn)
16%	CCCCCCN(C(=O)CCCCCN1C(=O)NC(c2ccc(-c3ccccc3)cc2)C(C(=O)OCc2ccccc2)=C1C)C(C(=O)NCCCC)c1cccc(C(=O)OC)c1 (stereo not drawn)
-3%	CCOP(=O)(OCC)c1ccc2ccc3ccccc3c(=O)c2c1
-1%	Cc1ccccc1Nc1nc(-c2sc(NC(=O)c3cccc(Cl)c3)nc2C)cs1
-11%	CCOCCCNC(=S)NCCCNc1nc2ccc(C)cc2cc1C#N
-14%	Cc1sc2nc(-c3cccs3)nc(N3CCCN(C)CC3)c2c1C
-16%	Cc1ccc(NC(=O)CN2CCSc3ccc(S(=O)(=O)N4CCCC4)cc32)cc1
-12%	COc1ccc2cc(C#N)c(=O)oc2c1
-19%	CCCCN(C(=O)c1cccc(-n2cccc2)c1)c1c(N)n(Cc2ccccc2)c(=O)[nH]c1=O
-21%	c1csc(-c2nn3c(-c4ccncc4)nnc3s2)c1

Next section.
SMILES	KAT2A inh
Cc1cc(C)c(NC(=O)CSc2nc(C)cc(C)c2C#N)c(C)c1	3%
O=C1NC(=O)[C@@H]2C3c4ccccc4C=CN3[C@H](C(=O)c3cccs3)[C@H]12 (stereo partly drawn)	-5%
CCOc1cc(-c2ccc3c(c2)OCO3)cc(=O)c2c(C)oc(C)c12	-23%
CN(C)CCNC(=O)C(=O)C1C(=O)Nc2ccccc21 (stereo not drawn)	0%
COC(=O)c1cc(-c2ccccc2)sc1NC(=O)c1cc(C)on1	27%
Cn1c2ccccc2n2c(=O)c(=O)n(CC(=O)N3CCCc4ccccc43)nc12	-7%
CCCC[C@]12Cc3cc(OC)c(OC)cc3C(O1)C1=C(CC3(CCCCC3)OC1=O)O2	0%[12.7 µM]
COC(=O)[C@H](CCCN=C(N)N)NC(=O)CCCc1c(-c2ccccc2)[nH]c2c(F)cc(F)cc12	14%
Cn1c(=O)c(C(=O)Nc2cnccn2)c(O)c2ccccc21	-4%
COc1ccc(CNc2cc(C)cc(C)c2)cc1OC	-1%
O=C(OCC(=O)N1CCN(c2ccccc2)CC1)c1cnc(Cl)c(Cl)c1	-8%
Cc1ccc(-c2nnc3c4ccccc4c(C)nn23)cc1NC(=O)CN1CCOCC1	7%
Cc1ccc(NC(=S)/C(=C(\[O-])c2ccc(C)c([N+](=O)[O-])c2)[n+]2ccccc2)cc1C	?
Cc1cc(NNC(=O)Nc2cccc(Cl)c2)nc2c1c(C)nn2C	18%
CCOc1ccc(-n2c(Cc3cc(=O)[nH]c(=O)[nH]3)nnc2SCc2cccnc2)cc1	-3%
CC(C)(Oc1ccc(-c2ccco2)cc1)C(=O)O	-3%
O=C(CSc1nnc(-c2ccccc2Br)n1-c1ccccc1)c1ccc(F)cc1	-9%
CCCNc1ncnc2c1cnn2-c1ccc(OC)cc1	-3%
CC(C)c1ccc(C2C3CSCC=C3C(C#N)=C(N)C2(C#N)C#N)cc1 (stereo not drawn)	-4%
CC(=O)NC(c1cccs1)c1cc(Br)c2cccnc2c1O (stereo not drawn)	-1%
COC(=O)Nc1nc2ccc(C(=O)c3ccc(F)cc3)cc2[nH]1	-6%
CCNc1nc(OC)nc(Oc2ccc(=O)[nH]n2)n1	-5%
COc1ccc(S(=O)(=O)NCc2ccc(C(=O)NCc3cccnc3)cc2)cc1	-1%
Cc1cccc(N2CCN(C(=O)CN3C(=O)COc4ccc(S(=O)(=O)N5CCCC5)cc43)CC2C)c1 (stereo not drawn)	-2%
C=C(C)C1CC=C(C)C(O)C1 (stereo not drawn)	7%
O=C(c1ccc(N2CCN(C3CC(=O)N(c4ccc(F)cc4)C3=O)CC2)cc1)c1cccnc1 (stereo not drawn)	-11%
Cc1nn(-c2ccccc2)c(C)c1-c1cc(C(=O)N/N=C/c2cccnc2)[nH]n1	0%
COc1cccc(C2=CC(c3ccc(N(C)C)cc3)n3ncnc3N2)c1 (stereo not drawn)	-12%
COc1ccc(C)cc1NC(=O)C(=O)NCCc1sc(-c2cccc(C)c2)nc1C	-14%
O=S(=O)(NC1CCC(NS(=O)(=O)c2c(F)cccc2F)CC1)c1ccc2c(c1)OCCO2 (stereo not drawn)	1%
CCC1OC(=O)CC(O)C(C)[C@@H](O[C@@H]2OC(C)[C@H](O[C@@H]3C[C@@](C)(O)C(O)C(C)O3)C(N(C)C)C2O)[C@H](CC=O)CC(C)C(=O)/C=C/C(C)=C/[C@@H]1COC1OC(C)C(O)C(OC)[C@@H]1OC (stereo partly drawn)	11%
COc1cccc(C(=O)Nc2cc3c(cc2C(=O)c2ccc(C)cc2)OCCO3)c1	3%
COc1ccc(S(=O)(=O)NCCc2sc(-c3cccnc3)nc2C)c(F)c1	-5%
NS(=O)(=O)c1cc([C@@]2(O)NC(=O)c3ccccc32)ccc1Cl	2%[21.4 µM]
CCCCC(=O)Nc1sc2c(c1-c1nc3ccccc3s1)CCN(C(C)=O)C2	-17%
COc1ccc(-c2c(C)n([O-])c3c([n+]2=O)CCCC3)cc1OC	-3%
Brc1ccc(-c2nnc3ccc(Nc4ccccc4)nn23)cc1	-2%
O=C(O)C(Cc1ccccc1)N1C(=O)/C(=C/c2cccc3ccccc23)SC1=S (stereo not drawn)	?
O=[N+]([O-])c1ccc(Cl)c(/C=N/n2c(-c3cccnc3)n[nH]c2=S)c1	?
CC(=O)NC(c1ccco1)c1cc(Cl)c2ccc(N3CCCCC3)nc2c1O (stereo not drawn)	-5%
O=Nc1ccc2oc(=O)ccc2c1	?
N[C@@H](Cc1ccc(O)c(I)c1)C(=O)O	-4%&0%
Cc1c2c(nc3nc4ccccc4n13)CCCC2=O	2%
COc1cc(OC)c(C2CC(=O)N3CN(c4ccccc4C)CSC3=C2C#N)cc1OC (stereo not drawn)	?
Oc1ccc(N=C/C=C/c2ccc(Br)cc2)cc1-c1nc2ccccc2s1	-1%
Cc1cccc(C(=O)NCCc2sc(-c3ccccc3)nc2C)c1	-6%
O=C(c1cc2ccccc2c(=O)o1)N1CCCC1	2%
O=C(CSc1nnc(-c2ccccc2)o1)n1c2c(c3ccccc31)CCCC2	-2%
Cc1sc2nc(CN3CCC(C)CC3)nc(Cl)c2c1C	-2%
COc1ccccc1-c1csc2ncnc(Sc3nnnn3C)c12	-3%
CCOCC(=O)Nc1cc(C(=O)Nc2ccc(F)cc2)ccc1Cl	?
COc1cc([N+](=O)[O-])ccc1NC(=O)CSc1nc2ccccc2n1-c1ccccc1	-10%
CCc1ccc(NCc2cc3cc4c(cc3n(CC(=O)Nc3ccccc3C)c2=O)OCCO4)cc1	-16%
CCC(C)NC(=O)c1cc(Sc2nnc(C)s2)nc2ccccc12 (stereo not drawn)	28%
CC[C@H](C)[C@H](NC(=O)[C@H](CC(=O)O)NC(=O)[C@H](CC(C)C)NC(=O)[C@H](NC(C)=O)C(c1ccccc1)c1ccccc1)C(=O)N[C@H](C(=O)N[C@@H](Cc1c[nH]c2ccccc12)C(=O)O)[C@@H](C)CC	-11%
COc1ccc(OC)c(NC(=O)C2C3CCC(O3)C2C(=O)O)c1 (stereo not drawn)	-4%
CCC(=O)NC(c1cc(Cl)c2ccccc2c1O)C(C)C (stereo not drawn)	1%
COc1ccc(C(=O)Nc2c(C(=O)c3ccccc3)oc3ccccc23)cc1	3%
O=C(/C=C/c1ccc(F)cc1)Nc1nc2ccccc2[nH]1	-1%
COc1ccc(-n2c(=S)[nH]c3cc(C(=O)Nc4ccccc4OC)ccc3c2=O)cc1	17%
COC(=O)c1c(NC(=O)CN2CCN(S(=O)(=O)c3ccccc3)CC2)sc2c1CCC(C)C2 (stereo not drawn)	-2%
CC[C@H](C)[C@H](NC(=O)[C@H](Cc1ccc(O)cc1)NC(=O)CNC(=O)[C@@H]1CCCN1C(=O)[C@H](CC(=O)O)NC(=O)[C@@H](N)CS)C(=O)NCC(=O)N[C@@H](CO)C(=O)N[C@@H](CCCN=C(N)N)C(N)=O	46%[activator]
